Screens: PubChem, The Scripps Research Institute Molecular Screening Center
MITF inh: MITF inhibitors, primary screen, biochemical, AlphaScreen, human | AlphaScreen MITF homodimerization, bead proximity signal | inhibition, % at 2.6 µM | 650,000 tested, 0.91% active; in the data active = inhibition above about 50%;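 note: 0% = vehicle wells with protein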
Target sequence (O75030 whole entry, looked up): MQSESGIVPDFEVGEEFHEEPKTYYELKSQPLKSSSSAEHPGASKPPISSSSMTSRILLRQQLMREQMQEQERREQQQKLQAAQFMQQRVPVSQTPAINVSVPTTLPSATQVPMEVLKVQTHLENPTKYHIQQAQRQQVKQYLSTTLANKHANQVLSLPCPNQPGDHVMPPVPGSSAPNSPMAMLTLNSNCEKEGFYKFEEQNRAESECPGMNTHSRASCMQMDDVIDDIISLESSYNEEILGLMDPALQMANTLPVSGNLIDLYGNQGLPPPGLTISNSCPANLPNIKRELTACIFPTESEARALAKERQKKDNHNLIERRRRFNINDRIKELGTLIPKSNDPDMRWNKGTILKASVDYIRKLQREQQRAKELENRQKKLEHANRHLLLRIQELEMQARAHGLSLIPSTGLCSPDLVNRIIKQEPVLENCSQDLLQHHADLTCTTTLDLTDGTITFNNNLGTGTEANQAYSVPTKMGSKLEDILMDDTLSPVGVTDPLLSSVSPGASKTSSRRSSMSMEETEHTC
FBW7 activator: FBW7 E3 ligase activators, primary screen, biochemical, AlphaScreen, human | F-box/WD repeat-containing protein 7 (Homo sapiens), Q969H0 | AlphaScreen FBW7–phospho-cyclin E peptide binding, activator screen | normalized activity (activation), % at 26.1 µM | 650,000 tested, 0.13% active; in the data active = normalized activity above about 1.9%;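 note: purified mutant Fbw7 with reduced substrate affinity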
TEAD-YAP block: TEAD-YAP interaction inhibition, primary screen, TEAD-YAP interaction inhibitor project, luminescence, HEK-TIYL cells | TEAD-Gal4/YAP UAS-luciferase luminescence | inhibition, % at 9.12 µM | 640,000 tested, 1.4% active; in the data active = inhibition above about 32%;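 note: 0% = median of test compound wells and 100% = reference inhibitor wells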
GPR151 ag: activators of human GPR151, primary screen, cell-based, PathHunter beta-arrestin, luminescence; PathHunter beta-arrestin GPR151 cells; 650,000 tested, 1% active; activation, % at 11.2 µM; AID 1508602, 2020; in the data active = activation above about 4.9%;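 note: 0% = median of compound wells and 100% = cells with positive control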
Target sequence (Q8TDV0 whole entry, looked up): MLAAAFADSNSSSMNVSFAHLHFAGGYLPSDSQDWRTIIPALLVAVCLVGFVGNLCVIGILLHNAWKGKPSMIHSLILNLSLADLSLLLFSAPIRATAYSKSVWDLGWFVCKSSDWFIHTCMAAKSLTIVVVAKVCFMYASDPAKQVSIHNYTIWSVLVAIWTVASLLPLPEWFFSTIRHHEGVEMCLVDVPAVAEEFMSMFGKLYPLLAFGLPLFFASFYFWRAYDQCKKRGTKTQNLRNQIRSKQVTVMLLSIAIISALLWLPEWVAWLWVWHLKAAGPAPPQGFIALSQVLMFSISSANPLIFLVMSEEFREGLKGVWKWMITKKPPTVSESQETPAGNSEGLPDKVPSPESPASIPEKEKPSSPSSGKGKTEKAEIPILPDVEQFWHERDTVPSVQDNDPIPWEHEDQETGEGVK
The depositor's hits bear a star.

The line under a structure holds: FBW7 activator | MITF inh | GPR151 ag | TEAD-YAP block
> CCOC(=O)c1cc(CC)sc1NC(=O)c1ccccc1Cl
    0.0 | 3.5 | 0.0 | 5.5
> COc1ccc(NC(=O)c2c(C)c(-c3ccc(C)cc3)nc3ccccc23)c(OC)c1
    0.0 | 19.2 | -0.8 | 2.2
> Cc1ccc2c(c1)C(O)(CC(=O)/C=C\c1ccccc1)C(=O)N2 (centres undefined)
    0.1 | 8.4 | -0.5 | 3.6
> CCN1CCCC1CNC1CCN(c2ccc(NC(=O)c3cccc(Cl)c3)cc2)CC1 (centres undefined)
    -0.2 | -4.5 | -0.1 | -18.5
> CCOC(=O)c1c(NC(=O)c2ccc(Cl)cc2Cl)sc(C(=O)Nc2ccccc2F)c1C
    0.1 | -10.1 | 2.6 | -10.5
> N#Cc1c(NC(=O)C2CC(=O)N(c3ccccc3Cl)C2)sc2c1CCCC2 (centres undefined)
    0.1 | 2.7 | -0.4 | 10.9
> COc1ccc(-c2nc3c4cnn(-c5ccc(C)cc5)c4ncn3n2)cc1
    0.1 | 6.0 | 0.0 | 4.4
> O=C(NCC1(c2ccccc2)CCOCC1)Nc1c(F)cccc1F
    0.0 | -1.9 | -0.2 | 6.1
> CCCC(=O)Nc1ccccc1NC(=O)COc1cccc2ccccc12
    -0.1 | -9.5 | 4.0 | -8.8
> Cc1cccc(/C=C2\N=C(c3cccc(F)c3)OC2=O)c1
    0.0 | 36.2 | -0.3 | -26.6
> CN(C)/C=C1\N=C(c2ccccc2)OC1=O
    -0.1 | 9.8 | -0.2 | 0.8
> COc1ccc(-n2c(C)cc(/C=C/c3nc(O)c([N+](=O)[O-])c(=O)[nH]3)c2C)cc1
    -0.2 | -2.3 | -1.2 | -3.7
> CCSc1nnc2c(n1)OC(C)(C)Nc1ccccc1-2
    -0.1 | 9.1 | -0.6 | -26.2
> CCn1cc(C(=O)Nc2ccc(N3CCOCC3)c(Cl)c2)c(=O)c2ccc(C)nc21
    -0.1 | 6.9 | 0.0 | -3.7
> COc1cccc2sc(=NC(=O)c3ccccc3Cl)n(C)c12
    -0.1 | -1.8 | 0.8 | -15.8
> CC(=O)N(c1c(C)n(C)n(-c2ccccc2)c1=O)C1(C(=O)NC2CCCC2)CCCCC1
    -0.1 | -3.2 | -0.4 | 3.1
> CN(Cc1ccccc1)C(=O)CCn1c(=S)[nH]c2ccccc2c1=O
    -0.1 | 4.2 | -1.7 | -13.6
> O=C(Nc1cc(C(=O)N2CCOCC2)ccc1N1CC2CC(C1)c1cccc(=O)n1C2)c1ccc(F)cc1 (centres undefined)
    -0.1 | 5.1 | -0.4 | 29.6
> O=C(NCCCN1CCCC1=O)c1csc(Nc2ccncn2)n1
    0.1 | 18.9 | 0.7 | 0.4
> CC(NC(=O)C1CC1)c1nnc2n1CCN(Cc1ccc3c(c1)Cc1ccccc1-3)CC2 (centres undefined)
    0.2 | -0.7 | 1.2 | 15.6
> O=C(CNCc1cccs1)N1CCc2ccccc21
    0.0 | 23.2 | 0.8 | -36.8
> CCOC(=O)C1=C(c2ccccc2)NC(=O)NC1c1cc([N+](=O)[O-])ccc1OCC (centres undefined)
    0.0 | 1.3 | -1.0 | 8.5
> O=C1NC(=S)N/C1=C/c1cccc(O)c1
    -0.1 | 2.1 | -1.0 | -2.7
> COc1ccc(OCCCC(=O)Nc2ccccc2C(F)(F)F)cc1
    0.0 | -6.9 | 1.1 | -5.1
> COc1cccc(COC(=O)Nc2ccc(-c3cn[nH]c3)cc2OCCN2CCOCC2)c1
    -0.1 | 13.1 | -1.2 | -3.9
> CC1CC(C)CN(S(=O)(=O)c2ccc(F)c(C(=O)Nc3cc(C(F)(F)F)ccc3Cl)c2)C1 (centres undefined)
    -0.1 | -1.2 | -1.4 | -0.2
> CN(C(=O)CC[C@H]1CN(Cc2ccncc2)CC[C@H]1N1CCOCC1)C1CCCCC1
    0.0 | 4.8 | 0.8 | -16.5
> O=C(Cn1nc(-c2ccc(Cl)cc2)c2ccccc2c1=O)Nc1ccc(Br)c2cccnc12
    -0.1 | 0.0 | -1.3 | 0.3
> CCOC(=O)C1=C(C)N=c2s/c(=C/c3ccc(N(C)C)cc3)c(=O)n2C1c1ccc(OC)cc1 (centres undefined)
    -0.2 | 5.5 | 0.4 | 8.0
> O=C(Nc1ccc2c3c(cccc13)CC2)c1ccc(-c2ccccc2)cc1
    -0.1 | 5.7 | 0.4 | -1.1
> CC(CO)NC(=O)COc1ccc(-c2cccs2)cc1CN1CCCC1 (centres undefined)
    0.0 | -2.1 | -0.2 | -1.8
> CCOC(=O)C1=C(C)N(c2ccccc2)C(=O)/C1=C\c1ccc(Cl)c(Cl)c1
    -0.1 | 10.6 | -0.2 | -1.0
> Cc1[nH]c(-c2ccc(F)cc2)cc1C(=O)N1CCN(c2ccccn2)CC1
    0.0 | 11.1 | 1.1 | 9.5
> CC(=O)Nc1ccc(NC(=O)c2cccs2)cc1Cl
    0.0 | 10.6 | -1.5 | -12.3
> COc1ccc(/C=N/c2nc3ccccc3n2C)c2c(OC)cccc12
    0.0 | 9.4 | -0.3 | 4.8
> COc1ccc(OCCCN2CCc3ccccc3C2)cc1
    -0.1 | -16.0 | -0.4 | 3.7
> CCOc1ccc(N2CSC3=C(C#N)C(c4cccs4)CC(=O)N3C2)cc1 (centres undefined)
    -0.3 | -13.3 | 0.7 | -9.7
> COc1cccc(N(C2C=CS(=O)(=O)C2)S(=O)(=O)c2ccc(Cl)cc2)c1 (centres undefined)
    0.1 | 21.0 | -0.4 | -6.2
> COc1ccc(-c2[nH]nc3c2C(c2cccc(Cl)c2Cl)C(C#N)=C(N)O3)cc1OC (centres undefined)
    -0.1 | 1.5 | 0.1 | 5.2
> COc1cccc(/C=c2/sc3nc(-c4cccnc4)nn3c2=O)c1OC
    -0.1 | -16.0 | 1.2 | -2.8
> Cc1ccc(/C=N/NC(=O)c2nnn(-c3nonc3N)c2CN2CCOCC2)o1
    0.0 | -3.3 | -1.2 | 7.7
> Cc1ccc(C(=O)Nc2sc3c(c2C(=O)OC(C)C)CCCC3)cc1
    -0.1 | -1.9 | 0.4 | 1.0
> Brc1ccccc1-c1nnc2ccc3ccccc3n12
    -0.1 | 0.6 | 0.0 | -6.8
> COc1cccc(NS(=O)(=O)c2cc(C(=O)N3CCN(c4ccccc4)CC3)ccc2NCc2ccccc2OC)c1
    -0.1 | 6.2 | 1.7 | 2.0
> O=[N+]([O-])c1ccc(O)c(Nc2ncnc3ccc(Br)cc23)c1
    0.1 | 4.3 | -0.2 | 2.0
> CC1=Nc2ccccc2/C1=C/c1c(N)n2c(S(=O)(=O)C(C)C)nsc2nc1=O
    0.3 | 14.6 | -0.6 | -3.7
> Cc1ccc2c(CN3CCN(C(=O)c4ccco4)CC3)cc(=O)oc2c1C
    -0.1 | -8.7 | 0.0 | 15.1
> CCCCNC(=O)C1CCCN1c1nc(C)c2cc(OCC)ccc2n1 (centres undefined)
    0.3 | 20.9 | -0.2 | 0.9
> O=C(CCCCCN1C(=O)CCC1=O)Nc1ccccc1
    0.3 | 16.1 | -1.5 | -3.1
> Nc1cccc(-n2nncc2-c2ccc(Cl)cc2)c1
    0.0 | -4.3 | -1.3 | 0.7

Copied from the results shown (3 entries):
The line under a structure holds: FBW7 activator | MITF inh | GPR151 ag | TEAD-YAP block
> COc1ccc(/C=N/c2nc3ccccc3n2C)c2c(OC)cccc12
    0.0 | 9.4 | -0.3 | 4.8
> COc1ccc(OCCCN2CCc3ccccc3C2)cc1
    -0.1 | -16.0 | -0.4 | 3.7
> CCOc1ccc(N2CSC3=C(C#N)C(c4cccs4)CC(=O)N3C2)cc1 (centres undefined)
    -0.3 | -13.3 | 0.7 | -9.7

Next structures
The line under a structure holds: FBW7 activator | MITF inh | GPR151 ag | TEAD-YAP block
> CCC(=O)N1N=C2c3cc(OC)ccc3CCC2C1c1cccc([N+](=O)[O-])c1 (centres undefined)
    -0.1 | -4.2 | 2.8 | -3.8
> CC(=O)NCCc1c[nH]c2ccc(OCC(O)CNC(C)C)cc12 (centres undefined)
    0.0 | -2.5 | 1.6 | 6.3
> COCCCNC(=O)c1cc2c(=O)n3ccccc3nc2n(CCO)c1=N
    0.1 | 18.3 | -1.6 | 0.5
> Cc1cccn2c(=O)c(/C=C(\C#N)C(=O)N3CCCCC3)c(Oc3ccc(Cl)cc3)nc12
    0.1 | 14.1 | 0.3 | 7.5
> c1ccc2[nH]c(CNc3cc(N4CCC(N5CCOCC5)CC4)ncn3)nc2c1
    0.0 | 13.9 | 0.6 | 1.8
> CC(C)n1c(-c2csc3ccccc23)nc2c(Nc3ccc(N4CCOCC4)cc3)ncnc21
    0.1 | 10.5 | 1.2 | -2.3
> COC(=O)c1ccc2c(=O)[nH]c3c(C(=O)NCCc4ccc(OC)c(OC)c4)sc(=S)n3c2c1
    0.0 | -1.7 | 0.2 | -1.2
> CC(=O)NC1C(Oc2ccc3ccccc3c2)OC2COC(C)(C)OC2C1O (centres undefined)
    0.4 | 1.8 | 0.0 | 7.9
> O=C(Nc1ccc(O)c(-c2nc3ccccc3o2)c1)C12CC3CC(CC(C3)C1)C2
    0.0 | -11.2 | 0.1 | -9.9
> O=Cc1cccc(OCC(=O)NCc2ccccc2)c1
    -0.1 | 3.4 | 3.1 | 7.0
> CN(C(=O)c1cnc(N2CCN(c3ncccn3)CC2)c2ccccc12)C1CCCCC1
    -0.1 | 11.2 | -1.7 | 4.5
> CC(=O)Nc1ccc(OCCC[n+]2ccccc2)cc1
    1.9* | 9.1 | -1.1 | 4.4
> CC(C)Oc1ccc(C(=O)NCC(=O)OCC(=O)NC(N)=O)cc1
    -0.2 | 1.7 | 1.9 | -5.7
> Cc1cc(C)c(NC(=O)C(C)SCC(=O)Nc2ccc3ccccc3c2)c(C)c1 (centres undefined)
    0.1 | -1.6 | -0.3 | 7.9
> CCN1CCCC1CNC(=O)c1csc2c1CCCC2 (centres undefined)
    0.1 | 3.0 | 0.6 | 7.2
> CCOC(=O)CN1C(=O)C(O)(CC(=O)c2ccccc2O)c2ccccc21 (centres undefined)
    -0.1 | -2.1 | -0.3 | 3.9
> CNC(=O)/C(C#N)=C/c1ccc(-c2nc3ccccc3s2)o1
    -0.2 | -5.5 | 5.5* | -58.4
> O=C(CN1N=NC2C(=O)N(c3ccc(F)cc3)C(=O)C21)Nc1cccc(F)c1 (centres undefined)
    0.1 | -3.0 | 0.4 | 22.3
> O=C(Nc1nc(C23CC4CC(CC(C4)C2)C3)cs1)c1c(O)c2c([nH]c1=O)CCCC2
    -0.1 | 6.9 | -1.2 | 4.6
> CCOc1ccc(C(=O)Oc2coc(CSc3nc(C)cc(C)n3)cc2=O)cc1
    0.0 | 12.0 | 0.0 | -2.5
> COc1cccc(C(=O)N2CCN(S(C)(=O)=O)CC2)c1OC
    0.0 | 8.9 | -0.1 | -3.6
> COC(=O)c1cccc(OCC(O)Cn2cnc3cc(C)c(C)cc32)c1 (centres undefined)
    0.6 | 20.1 | 0.6 | -2.9
> COc1ccc(C2C(C(=O)NCc3ccc(F)cc3)c3ccccc3C(=O)N2c2ccc(OC)cc2)cc1 (centres undefined)
    0.0 | -12.7 | 0.4 | 6.2
> CCOC(=O)N1CCc2c(sc(NC(=O)Cc3cccc4ccccc34)c2C(N)=O)C1
    0.1 | 8.4 | -0.8 | 2.5
> Nc1cccc(S(=O)(=O)NC2CCCCCC2)c1
    0.2 | 6.6 | 0.5 | 2.5
> CS(=O)(=O)C1=NSC2=NC(=O)/C(=C\c3cccn3-c3ccccc3F)C(=N)N21
    -0.1 | -3.5 | 0.2 | 9.7
> CCCCn1c(COc2ccccc2)nc2ccccc21
    0.0 | -7.2 | -0.9 | 3.4
> COc1cc(OC)c(NC(=O)c2ccc(N3CC4CC(C3)c3cccc(=O)n3C4)c(NC(=O)c3cccc(C(F)(F)F)c3)c2)cc1Cl (centres undefined)
    0.3 | -4.5 | -0.7 | -12.7
> O=C1C(=O)N(Cc2cccnc2)C(c2ccccc2)/C1=C(\O)c1ccccc1 (centres undefined)
    0.2 | 7.0 | -0.6 | -0.5
> COc1cc2c(cc1OC)C(COc1ccc([N+](=O)[O-])cc1)N(C(=O)CC1CCCCC1)CC2 (centres undefined)
    0.0 | -8.7 | 0.8 | -5.4
> CN(C)c1cccc(Nc2nc3ccc(C(=O)Nc4ccc(N5CCOCC5)cc4)cc3s2)c1
    -0.1 | -3.9 | -1.4 | -12.1
> CC(O)CNC(=O)C(=O)Nc1ccc(N(C)C)cc1 (centres undefined)
    -0.1 | -4.3 | 0.2 | -32.5
> c1ccc2c(c1)Oc1ccccc1C2n1nnc2ccccc21
    0.6 | 18.7 | -0.5 | 7.8
> CCC(C(=O)NCCOC)n1c2ccccc2c2cn[nH]c(=O)c21 (centres undefined)
    -0.1 | 1.9 | -1.3 | -2.3
> Cc1ccc(N=C2NC(=O)CC(C(=O)Nc3ccc(C)c(C)c3)S2)cc1 (centres undefined)
    -0.1 | -7.8 | 1.0 | 0.7
> NC(=O)c1c(NC(=O)CSc2ncccn2)sc2c1CCC2
    0.0 | 11.2 | 0.4 | -5.3
> CCC(CC)CN1CCc2nnc(CCNC(=O)C3CCC3)n2CC1
    0.0 | -9.9 | -0.7 | 5.3
